# High-throughput results from PubChem BioAssay.
# MmCpn inh: Inhibitors of TCP-1 ring complex (TRiC) of Methanococcus maripaludis (MmCpn): qHTS; Chaperonin Mm-Cpn (Methanococcus maripaludis); purified Mm-Cpn ATPase, ADP Transcreener TR-FRET; Potency, µM (titrated, usually from 76.9 µM), for inactives: top-dose activity, negative = inhibition, most hits filed as inhibitors; 330,000 compounds, 0.031% hits; AID 504842, 2011; also: potency is read from the fitted curve at half-maximal effect; % is scaled to controls: 0 for no effect and ±100 for the full control effect; nearly all actives have a fitted effect of over 80% in size
#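 ATPase read-out: TR-FRET ADP immunoassay (anti-ADP Eu cryptate vs ADP-d2), ex 320 nm, em 590/665 nm; signal drops as ADP forms. Enzyme 25 nM, ATP 10 uM, 30 min at 37°C after 10 min compound preincubation.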
# EPAC2 agonist: qHTS for Agonist of cAMP-regulated guanine nucleotide exchange factor 4 (EPAC2): primary screen; EPAC2 activation, biochemical qHTS; response scale: 100% = 6.5 mM cAMP response; Potency, µM (highest dose often 154 µM), inactives show top-dose activation, hits mostly activators; 360,000 compounds, 0.079% hits; AID 720711, 2013; also: potency is read from the fitted curve at half-maximal effect; nearly all actives have a fitted effect of over 50% in size
# Target sequence (Q8WZA2 whole entry, looked up): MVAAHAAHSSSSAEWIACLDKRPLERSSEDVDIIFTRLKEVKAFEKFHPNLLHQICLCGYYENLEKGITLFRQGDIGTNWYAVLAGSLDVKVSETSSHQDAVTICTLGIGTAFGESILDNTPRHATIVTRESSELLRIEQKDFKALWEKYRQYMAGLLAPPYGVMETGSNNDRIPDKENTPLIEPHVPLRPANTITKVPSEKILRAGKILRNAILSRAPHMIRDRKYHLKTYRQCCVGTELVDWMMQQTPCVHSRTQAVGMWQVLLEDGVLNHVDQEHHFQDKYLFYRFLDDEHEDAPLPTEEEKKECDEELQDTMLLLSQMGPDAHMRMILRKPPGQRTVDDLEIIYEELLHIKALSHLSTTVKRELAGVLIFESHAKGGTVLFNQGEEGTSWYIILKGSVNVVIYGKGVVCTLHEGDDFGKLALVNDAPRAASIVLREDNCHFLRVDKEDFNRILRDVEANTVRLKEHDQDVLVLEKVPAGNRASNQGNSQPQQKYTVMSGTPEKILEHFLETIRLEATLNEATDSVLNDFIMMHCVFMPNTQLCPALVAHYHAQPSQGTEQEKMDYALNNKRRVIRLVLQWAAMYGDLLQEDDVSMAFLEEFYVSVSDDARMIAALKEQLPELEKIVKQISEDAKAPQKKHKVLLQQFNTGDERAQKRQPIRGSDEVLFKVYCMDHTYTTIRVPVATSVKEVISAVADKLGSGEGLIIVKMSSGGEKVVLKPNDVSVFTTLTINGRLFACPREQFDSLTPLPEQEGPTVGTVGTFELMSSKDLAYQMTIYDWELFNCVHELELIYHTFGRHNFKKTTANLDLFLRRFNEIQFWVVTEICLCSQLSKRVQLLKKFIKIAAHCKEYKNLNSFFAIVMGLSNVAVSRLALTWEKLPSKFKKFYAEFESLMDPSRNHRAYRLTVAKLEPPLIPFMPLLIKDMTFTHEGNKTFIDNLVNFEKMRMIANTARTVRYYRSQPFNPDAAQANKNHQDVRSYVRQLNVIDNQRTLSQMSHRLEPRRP
#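 Guanine nucleotide exchange by EPAC2 is measured as reduced fluorescence of BODIPY-GDP once it is released from 250 nM Rap1B. Plates are read kinetically for 30 min at room temperature; results are scaled to 6.5 mM cAMP.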
# pAkt inh: HTS Assay for Inhibitors of Akt Phophorylation: Primary Screen. 360,000 compounds, 0.32% hits. AID 651550, 2012. Neuro2A IGF-stimulated pAkt S473 HTRF, 20 min; active compounds read low. activity change, % for hits at 50 µM; in the data active = activity change below about -80%; inconclusive = mostly about -51% to -80%; also: % is scaled to controls: 0 for no effect and ±100 for the full control effect
#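 Neuro2A cells in DMEM with 0.5% FBS, overnight at 37 deg C, given compound at single 50 µM final, then IGF (6 nM final) for 20 min at 37 deg C. Lysed; phospho-Akt Ser473 by HTRF after 24 h, 665/615 ratio.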
# A549 tox: Nrf2 qHTS screen for inhibitors: counterscreen for cytotoxicity; A549 ARE-Fluc cells, CellTiter-Fluor viability, 18-24 h; Potency, µM (series often up to 46 µM), for the others: top-dose activity change, negative = cytotoxicity, most hits filed as inhibitors; 390,000 compounds, 0.16% hits; also: potency is read from the fitted curve at half-maximal effect; % is scaled to controls: 0 for no effect and ±100 for the full control effect
#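 Cytotoxicity counterscreen: CellTiter-Fluor fluorescence was measured in A549 ARE_Fluc cells after 18-24 h of compound exposure in a concentration series. The subsequent BugLite luminescent read reports ARE-luciferase activity.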
# TGFb SMAD3 inh: qHTS for Inhibitors of TGF-b; Potency, µM (series often up to 46.1 µM), without a hit: at the highest dose activity, negative = inhibition, actives largely listed as inhibitors; HepG2 CAGA-GFP TGF-b/SMAD3 reporter, GFP fluorescence, 18 h; TGF-beta stimulated, 500 pg/mL final; 410,000 compounds, 1.2% hits; also: potency is read from the fitted curve at half-maximal effect; % is scaled to controls: 0 for no effect and ±100 for the full control effect; nearly all actives have a fitted effect of over 65% in size
#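 Per well, imaged GFP fluorescence of HEPG2 CAGA-GFP cells gives the signal; cells get compound, then TGF-beta (500 pg/mL final), 18 h at 37 degrees C; %Activity versus -TGF-beta and +DMSO controls.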
# Nrf2 activator: qHTS of Nrf2 Activators; AREc32 ARE-luciferase reporter (MCF7-derived line), luminescence, 24 h; 410,000 compounds, 0.31% hits; Potency, µM (titrated, usually from 46.1 µM), for the others: top-dose activation, actives largely listed as activators; also: potency is read from the fitted curve at half-maximal effect; % of control where 0% means no effect; nearly all actives have a fitted effect of over 65% in size
#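 For detection, Steady-Glo was added and plates sat 30 min at RT; before that, AREc32_Fluc cells grown overnight in OPTI-MEM/5% FBS had been treated with 23 nL compound for 24 hr at 37 deg C.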
# EPAC2 antagonist: qHTS for Antagonist of cAMP-regulated guanine nucleotide exchange factor 2 (EPAC2): primary screen; Rap guanine nucleotide exchange factor 4 (Homo sapiens), Q8WZA2; EPAC2 GEF exchange of Rap1B-BODIPY-GDP, fluorescence; 360,000 compounds, 0.18% hits; AID 720708, 2013; Potency, µM (highest dose often 114 µM), inactives show at the top dose activity, negative = inhibition, hits mostly inhibitors; also: potency is read from the fitted curve at half-maximal effect; % is scaled to controls: 0 for no effect and ±100 for the full control effect; nearly all actives have a fitted effect of over 45% in size; many of its hits are not listed in these tables
# Nrf2 block: Nrf2 qHTS screen for inhibitors; Potency, µM (titrated, usually from 46 µM), for the others: top-dose activity change, negative = inhibition, usual class: inhibitors; AID 504444, 2011; A549 ARE-Fluc reporter, luciferase luminescence, 18-24 h; 360,000 compounds, 2.1% hits; also: potency is read from the fitted curve at half-maximal effect; % is scaled to controls: 0 for no effect and ±100 for the full control effect; nearly all actives have a fitted effect of over 60% in size
#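 In this cell-based qHTS, ARE-driven firefly luciferase in A549 cells reports Nrf2 activity; the luminescent signal after BugLite lysis is the measured value, with a prior CellTiter-Fluor read for cell health.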
# CCT modulator: High-Throughput Screening for Modulators of Cytosolic Chaperonin Activity; 360,000 compounds, 0.3% hits; activity change, % (no concentration beside the values), hits read low; purified chaperonin ATPase assay, HTRF ADP detection, 30 min; in the data active = activity change below about -30%; also: % is scaled to controls: 0 for no effect and ±100 for the full control effect
#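 Nucleotide hydrolysis assay: TRiC at 20–40 nM final (set by batch activity) with 10 uM ATP, 30 min at 37 °C, in presence of 76 uM compound. Detection by competitive ADP HTRF, 30 min ambient.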
# The depositor's hits bear a star; i = inactive; u = inconclusive; x = no result given; [ ] = remark or other dose. Unless noted, calls follow the shape of the dose curve; as a rule, active = well fitted curve in the direction sought with a large enough effect; inconclusive = small, poorly fitted or top-dose-only effect, or another doubt; inactive = no such curve, though single readings can be large; an effect the other way counts as inactive or inconclusive. These rows are one share of the data; count on the stated rates, not on these rows.
SMILES,MmCpn inh,EPAC2 agonist,pAkt inh,A549 tox,TGFb SMAD3 inh,Nrf2 activator,EPAC2 antagonist,Nrf2 block,CCT modulator
CCOC(=O)N1c2ccccc2Sc2ccccc21,1%,13%,i,-2%,u,-0.5%,u,-11%,-0.4
CCOc1ccc(NS(=O)(=O)c2ccc(NC(=O)c3cccnc3)c(OC)c2)cc1,0%,0%,i,-2%,0%,0.0%,6%,-14%,-2.7
O=C(O)c1cccc(S(=O)(=O)Nc2cc(Cl)ccc2Cl)c1,1%,8%,i,2%,-3%,-0.5%,-3%,3%,-0.3
O=C(CCCN1C(=O)c2ccccc2C1=O)NCCN1C(=O)S/C(=C\c2cccs2)C1=O,2%,-10%,i,-4%,u,-0.1%,13%,0%,0.3
COc1ccccc1NC(=O)COC(=O)/C=C/c1ccc(OC)c(OC)c1,0%,-4%,i,-4%,u,0.5%,13%,-26%,-0.8
COc1ccc2cc(C(=O)C3CCCN(Cc4ccccn4)C3)ccc2c1 (configuration not stated),0%,3%,i,0%,u,6.5%,-6%,-1%,1.4
Cc1cccc(N2CCN(C3=NC(=O)/C(=C\c4cn[nH]c4-c4ccccc4)S3)CC2)c1,-1%,-3%,i,-1%,-13%,-0.4%,9%,-1%,0.9
O=C(O)c1ccccc1C(=O)Nn1cnnc1,0%,14%,i,-2%,-7%,-0.2%,0%,-4%,-1.9
Cn1cnnc1SCC(=O)NN(c1ccccc1)c1ccccc1,-1%,-1%,i,0%,10%,-0.2%,4%,u,1.5
Cc1ccc(N2CC(C(=O)Nc3ncc([N+](=O)[O-])s3)CC2=O)cc1 (configuration not stated),1%,-12%,i,-14%,-3%,0.5%,-12%,-5%,0.9
S=c1[nH]nc(COc2ccccc2)n1/N=C/c1ccc(Cl)cc1Cl,-1%,-6%,i,4%,-27%,2.4%,7%,-17%,-1.0
Cc1cc(NC(=O)CCCn2nc([N+](=O)[O-])c(Cl)c2C)no1,-1%,-1%,i,3%,0%,-0.7%,-14%,-2%,-1.4
O=C(O)c1cccc(Oc2cccc(Cl)n2)c1,-1%,2%,i,3%,5%,1.7%,5%,22%,-2.0
CCN(CC)CCCn1c(=S)[nH]c2cc(Cl)ccc2c1=O,-1%,-5%,u,-2%,5%,0.0%,2%,x,-0.7
Cc1ccc(CN(C)C2CCN(C)CC2)cc1,0%,4%,i,-9%,23%,-0.8%,-2%,1%,-1.5

# 6 records drawn at random from those above:
SMILES,MmCpn inh,EPAC2 agonist,pAkt inh,A549 tox,TGFb SMAD3 inh,Nrf2 activator,EPAC2 antagonist,Nrf2 block,CCT modulator
COc1ccccc1NC(=O)COC(=O)/C=C/c1ccc(OC)c(OC)c1,0%,-4%,i,-4%,u,0.5%,13%,-26%,-0.8
CCOc1ccc(NS(=O)(=O)c2ccc(NC(=O)c3cccnc3)c(OC)c2)cc1,0%,0%,i,-2%,0%,0.0%,6%,-14%,-2.7
O=C(O)c1cccc(Oc2cccc(Cl)n2)c1,-1%,2%,i,3%,5%,1.7%,5%,22%,-2.0
COc1ccc2cc(C(=O)C3CCCN(Cc4ccccn4)C3)ccc2c1 (configuration not stated),0%,3%,i,0%,u,6.5%,-6%,-1%,1.4
Cc1ccc(CN(C)C2CCN(C)CC2)cc1,0%,4%,i,-9%,23%,-0.8%,-2%,1%,-1.5
Cc1cc(NC(=O)CCCn2nc([N+](=O)[O-])c(Cl)c2C)no1,-1%,-1%,i,3%,0%,-0.7%,-14%,-2%,-1.4

# Next section:
SMILES,MmCpn inh,EPAC2 agonist,pAkt inh,A549 tox,TGFb SMAD3 inh,Nrf2 activator,EPAC2 antagonist,Nrf2 block,CCT modulator
N/C(=N\c1nc(CSc2ccc(Cl)cc2)cc(=O)[nH]1)Nc1ccccc1C(F)(F)F,-3%,12%,i,2%,-25%,0.4%,-18%,-18%,-0.3
CCc1ccc(-c2csc3ncn(CC(=O)NCc4ccco4)c(=O)c23)cc1,-3%,-5%,i,-1%,u,5.0%,-5%,-13%,2.9
c1ccc(-c2nnc3n2N=C(c2ccc4c(c2)OCO4)CS3)nc1,2%,1%,i,19%,1%,0.3%,-1%,6%,-2.0
O=C(Nc1ccc(S(=O)(=O)Nc2nccc(C3Cc4ccccc4C(=O)O3)n2)cc1)c1ccccc1 (configuration not stated),0%,2%,x,-5%,20%,-0.8%,2%,x,-0.1
CCOC(=O)c1[nH]c2ccc(OC)cc2c1N=CN(C)C,-3%,1%,i,4%,0%,2.6%,16%,2%,-1.3
CN(C)S(=O)(=O)c1cccc(NC(=S)N/N=C/c2cccc(O)c2)c1,-5%,-4%,i,-7%,0%,2.0%,u,4%,-1.6
COC(=O)CC1C(C(=O)OC)ON2OC(C(=O)OC)C(C(=O)OC)C12 (configuration not stated),2%,5%,i,-6%,6%,-0.5%,11%[57.1 µM],1%,-5.2
O=C(CCn1cnnn1)NC1CCCN(Cc2ccccc2F)C1 (configuration not stated),-3%,7%,i,7%,-17%,-0.3%,-5%,-13%,0.4
O=C(NCc1ccco1)c1cccc(S(=O)(=O)N2CCN(Cc3ccccc3)CC2)c1,0%,14%,i,2%,-18%,0.0%,-2%,4%,-2.7
COCCn1c(SCC(=O)Nc2cc(C)nn2-c2ccccc2)nnc1-c1ccncc1,0%,7%,i,1%,4%,-0.4%,-4%,4%,-0.8
CCc1ccc2occ(CC(=O)Nc3nnc(C)s3)c2c1,x,x,x,0%,-14%,2.1%,x,12%,x
Cc1cccc(OCCCCc2c(C)n[nH]c2C)c1,-4%,11%,i,2%,0%,0.3%,-9%,x,-0.2
Cc1ccc(-c2csc3nc(SCC(=O)Nc4ccc(Cl)c(C(=O)O)c4)[nH]c(=O)c23)cc1,-1%,10%,i,0%,7%,-0.9%,-21%,2%,1.3
Cc1ccc(CNC(=O)CSc2ncn[nH]2)cc1,-3%,8%,i,1%,3%,0.0%,8%,-10%,0.9
O=C1c2[nH]nc(-c3ccccc3O)c2C(c2ccccc2F)N1Cc1ccncc1 (configuration not stated),x,x,x,10%,25%,-0.4%,x,-4%,x
CCN1CCN(CC(=O)Nc2nc3ccc(OC)cc3s2)CC1,-2%,8%,i,8%,15%,0.6%,-2%,4%,-0.6
Cc1ccc2cc(CN(Cc3cccs3)Cc3nnnn3CC3CCCO3)c(=O)[nH]c2c1C (configuration not stated),-6%,3%,i,-5%[1.84 µM],2%,0.3%,-2%,-28%,-0.2
CC(=O)c1cccc(-c2ccnc3c2CC(C(=O)Nc2cccc(Oc4ccccc4)c2)O3)c1 (configuration not stated),x,16%,i,x,-1%,0.0%,11%,x,-1.4
CC(CNc1nc2ccccc2c2nc(-c3ccccc3)nn12)c1ccccc1 (configuration not stated),x,x,x,12%,2%,-0.1%,x,u,x
Cc1ccc(Nc2c([N+](=O)[O-])ccc3nonc23)cc1C,1%,3%,i,-11%,-1%,0.1%,-11%,-2%,-1.5
COc1ccc(Nc2nccc(OC)c2C#N)cc1,0%,8%,i,0%,7%,-0.4%,8%,13%,0.9
COc1ccc(CCNC(=O)c2cc(Cl)nc3ccccc23)cc1,1%,-3%,i,-3%,0%,0.1%,1%,-5%,-7.7
Cc1ccc(S(=O)(=O)N2CCN(C(=O)CSc3ccc(Cl)cc3)CC2)cc1,0%,15%,i,-8%,-29%,-0.2%,-21%,-21%,-4.0
O=C(CCc1nnc(-c2ccccc2)o1)NCC1CCN(C2CCCC2)CC1,-3%,6%,i,2%,-3%,-0.1%,-4%,-11%,0.0
COc1ccc(-c2noc(CCCC(=O)O)n2)cc1,2%,0%,i,-2%,-10%,-2.1%,9%,1.8µM*,-2.1
COc1ccc(NC(=O)C2CCCCN2CC(=O)OCc2ccccc2)cc1OC (configuration not stated),0%,9%,i,0%,16%,0.6%,-1%,x,-0.1
Cc1ccn2c(c1)nc(=O)c1cc(S(=O)(=O)N3CCCCC3)c(Cl)cc12,x,x,x,-1%,3%,-1.5%,x,1%,x
CC(=O)Nc1sc2c(c1CN1CCN(C)CC1)CCCC2,-2%,-5%,i,-10%,5%,-0.3%,9%,-8%,-1.1
c1ccc2c(c1)CCc1ccccc1C2=C1CCNCC1,x,-3%,i,-2%,-23%,-1.5%,-14%,25%,-1.0
COc1ccc2c(CC(=O)NCC3CCC(C(=O)O)CC3)cc(=O)oc2c1 (configuration not stated),-2%[15.4 µM],9%,i,-4%,25%,-0.7%,1%,6%,-2.9
COC(=O)c1cc(Cl)c(NC(=O)/C=C/c2ccc(Cl)cc2)cc1OC,-1%,-1%,i,10%,0%,-0.4%,4%,x,2.0
